# ERK EGF inh: inhibitors of EGF-stimulated ERK signaling pathway. HEK293-V1b, EGF-stimulated phospho-ERK AlphaScreen. 130,000 tested, 0.41% active. Potency, µM (titrated, usually from 11.5 µM), without a hit: at the highest dose activity change, negative = inhibition, actives largely listed as inhibitors. AID 1454; active means well fitted inhibition curve with a large enough effect; inconclusive means small, poorly fitted or top-dose-only effect, or effect the other way;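 further: plate controls were stimulated vehicle wells for no effect and unstimulated vehicle basal for full effect; nearly all actives have a fitted effect of over 55% in size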
#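 V1b-HEK293, 1% FBS o/n; cpd 30 min 37C; EGF 25 nM final, 5 min; lyse 10 min; AlphaScreen beads 5 h RT. Normalized DMSO basal vs EGF max; Hill AC50.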
# * hit, by the source's call; ? = inconclusive; [ ] = remark or other dose. Potency means the concentration at half of the fitted maximal effect.
SMILES,ERK EGF inh
CCCCC/C=C\C/C=C\CCCCCCCC(=O)NCC(=O)O,6%
Cc1occc(=O)c1OC(=O)Nc1ccc(Cl)c(Cl)c1,-3%
COc1cccc(-c2ccc(C#N)c(SCC(=O)NCCc3ccccc3)n2)c1,4%
COc1ccc(C(=O)N/C(=C/c2cccnc2)C(=O)NCc2ccco2)cc1OC,9%[57.5 µM]
CCOc1cc(S(=O)(=O)NCc2ccncc2)ccc1Cl,-11%
c1ccc(OCc2noc(CN3CCC(C4CCCCC4)C3)n2)cc1 (stereo not drawn),-8%
Cc1occc1C(=O)NNC(=S)Nc1ccccc1C(F)(F)F,25%
N#C/C(=C\c1ccc2c(c1)OCO2)C(=O)NCc1ccco1,1%
CC(C)CNS(=O)(=O)c1ccc(CCC(=O)N2CCN(c3ccc(F)cc3)CC2)cc1,-7%
Cc1noc(C)c1C(=O)N1CCC2(CC1)CN(c1ccccn1)C2,2%
O=C(N/N=C\c1ccc(F)cc1)c1ccc(Cn2cc(Br)c([N+](=O)[O-])n2)o1,-7%
O=C1NCCCN1Cc1ccc(F)cc1Cl,-1%[57.5 µM]
COc1ccc(-c2cnnc(N/N=C/c3ccc(-c4ccc([N+](=O)[O-])cc4)o3)n2)cc1,0%
CC(=O)Nc1ccc(NC(=O)C(=O)c2cn(CC(=O)N3CCCCC3)c3ccccc23)cc1,-1%
CCOc1ccccc1N1C(=O)CC(Sc2n[nH]c(-c3ccccc3)n2)C1=O (stereo not drawn),-2%
O=C(NC(=S)Nc1nc(-c2ccccc2)cs1)c1ccco1,?
COC(=O)c1ccccc1-c1ccc(C=O)o1,-9%
Cc1cc(C)n(-c2cc(N3CCOCC3)ncn2)n1,-12%
Cc1ccc(C)c(NC(=O)CSc2nc3nc(-c4cccs4)cc(C(F)(F)F)c3c(=O)[nH]2)c1,-13%[57.5 µM]
CCOc1ncccc1C(=O)OCC(=O)c1ccccc1Br,7%
CC(=O)Nc1ccc(S(=O)(=O)CCC(=O)O)cc1,-1%
Cc1ccccc1C1c2[nH]c3ccccc3c2CCN1Cc1cccn1-c1ncccn1 (stereo not drawn),?
CCn1c2ccccc2c2nnc(SCC(=O)c3c(N)n(C)c(=O)n(C)c3=O)nc21,-13%
CC(C)(C)c1nc2ccc([N+](=O)[O-])cc2[nH]1,-4%
O=C(Nc1ccc(N2CCN(C(=O)C3CC3)CC2)cc1)c1cccs1,-1%
# The list continues:
SMILES,ERK EGF inh
COc1ccc(-c2nc(-c3ccccn3)nc(N3CCN(C)CC3)c2C#N)cc1,18%
CCOC(=O)CSc1nc2cc(C(F)(F)F)cnc2n1C,-1%[57.5 µM]
CN(Cc1cc(-c2ccccc2)on1)C(=O)c1cc(COc2c(F)cccc2F)on1,2%
CC(C)(C)NC(=O)CN(Cc1cccs1)C(=O)CNS(=O)(=O)c1ccc(F)cc1,1%
Cc1ccc2c(c1)nnn2C1CCN(S(=O)(=O)c2ccc(C(=O)N(C)C)cc2)CC1,5%
COCc1cc(=O)n2c(-c3ccc(C)cc3)n[nH]c2n1,-1%
COc1ccc(NC(=O)C2CCCN2C(=O)NCc2ccccc2)cc1OC (stereo not drawn),1%
CC1CCCCN1C(=O)Cn1cc(C=O)c2ccccc21 (stereo not drawn),-6%
CCOP(=O)(c1ccccc1)c1nc(-c2ccccc2C)oc1NCc1ccccc1 (stereo not drawn),-6%[57.5 µM]
O=C(c1ccc(Cl)s1)N1CCN(c2ncccn2)CC1,12%[57.5 µM]
CC(=O)CCC(=O)c1ccc2ccccc2c1,6%
CCCCn1c(SCc2nc(N)nc(N3CCCCC3)n2)nc2c1c(=O)n(C)c(=O)n2C,0%
COc1ccc(N2C(=O)CCC(C(=O)N(C)CCc3ccccn3)C2c2ccc(OC)c(OC)c2)cc1 (stereo not drawn),8%
CC1CCN(C(=O)c2ccc(NS(=O)(=O)c3cccc4cccnc34)cc2)CC1,5%[57.5 µM]
CCOc1ccccc1OCCCNCc1ccco1,1%
CCCCCCC(=O)N(O)C1CC(=O)N(c2ccc(F)cc2)C1=O (stereo not drawn),3%[57.5 µM]
O=C(NCCc1c[nH]c2ccccc12)C(=O)NCC1OCCN1S(=O)(=O)c1cc(F)ccc1F (stereo not drawn),?
c1ccc2c(c1)nnn2CNc1nccs1,5%
C/C(=N\Nc1ccc([N+](=O)[O-])cc1)c1cc2ccccc2o1,-5%
Cc1c(Cl)cccc1NC(=O)CSC(N)=O,0%
CC(C)N=C1CC(C)(C)CC(=O)/C1=C(/O)CCCN1C(=O)c2ccccc2C1=O,3%
O=C(CSc1ccccc1)Nc1ccc(C(=O)Nc2cccc(O)c2)cc1,-1%
CCN(CC)C(=O)C(=O)N/N=C/c1ccc(Cl)cc1Cl,0%
Cc1ccc(NC(=O)c2ccncc2)cc1S(=O)(=O)N(C)C,14%
Cc1cc(C)cc(N(C(=O)c2csnn2)C(C(=O)NC(C)(C)C)c2ccccn2)c1 (stereo not drawn),3%

# Shown as tab-separated lines: entries from further up.
Compound	ERK EGF inh
O=C1NCCCN1Cc1ccc(F)cc1Cl	-1%[57.5 µM]
COc1ccc(-c2cnnc(N/N=C/c3ccc(-c4ccc([N+](=O)[O-])cc4)o3)n2)cc1	0%
CC(=O)Nc1ccc(NC(=O)C(=O)c2cn(CC(=O)N3CCCCC3)c3ccccc23)cc1	-1%
CCOc1ccccc1N1C(=O)CC(Sc2n[nH]c(-c3ccccc3)n2)C1=O (stereo not drawn)	-2%

# The main list resumes; the 2 compounds before the break are reprinted first.
SMILES,ERK EGF inh
Cc1ccc(NC(=O)c2ccncc2)cc1S(=O)(=O)N(C)C,14%
Cc1cc(C)cc(N(C(=O)c2csnn2)C(C(=O)NC(C)(C)C)c2ccccn2)c1 (stereo not drawn),3%
CC(C)c1ccc(NS(=O)(=O)c2ccc(N3C(=O)CCC3=O)cc2)cc1,-3%[57.5 µM]
CCOC(=O)C1CCN(S(=O)(=O)c2ccc3[nH]c(=O)c(=O)[nH]c3c2)CC1,0%
NC(=S)c1ncc(C(F)(F)F)cc1Cl,0%[57.5 µM]
Cc1ccc(C(=O)N2CC(=O)Nc3ccccc32)o1,9%
O=C(CN1C(=O)c2ccccc2C1=O)NCc1ccc(N2CCOCC2)cc1,3%[57.5 µM]
C=CCNC(=O)CSc1nc2scc(-c3ccco3)c2c(=O)n1CC=C,4%[57.5 µM]
Cc1ccc2c(c1)sc(C)[n+]2CCCS(=O)(=O)[O-],0%
CCCn1c(SCC(=O)N2c3ccc(F)cc3CCC2C)nnc1-c1ccccn1 (stereo not drawn),9%
Cc1ccc(NC(=O)CSc2ccc(C(N)=O)cc2[N+](=O)[O-])cc1,-7%
Nc1c(C(=O)NCCc2ccccc2)nnn1Cc1ccccc1,-1%
N/C(Cc1cccc2ccccc12)=N\OC(=O)Cc1cccs1,13%
O=C(NC1CCCCC1)C(c1ccc(F)cc1)N(Cc1ccco1)C(=O)CN1C(=O)c2ccccc2S1(=O)=O (stereo not drawn),0%
CC(=O)C(Sc1nccc(-c2cccs2)n1)C(C)=O,6%
COC(=O)c1cn(C(=O)c2ccc(Cl)cc2)c2ccccc12,7%[57.5 µM]
Cc1ccc2[nH]c(=O)c(CN(Cc3cccnc3)C(=S)NCCCN(C)C)cc2c1,-10%
COc1ccc(CNC(=O)C(c2ccc(C)o2)N(Cc2cccs2)C(=O)Cc2cccs2)cc1 (stereo not drawn),0%
CC1(C)CC2(CC(c3ccccc3F)c3ccc(O)c(O)c3O2)NC(=S)N1 (stereo not drawn),-14%
CC1(C(=O)NNC(=O)C2CCCCC2)CC1(Cl)Cl (stereo not drawn),-4%[57.5 µM]
Cc1onc(-c2c(F)cccc2Cl)c1C(=O)Nc1nc2c(s1)CCCC2,6%
COc1ccc(/C=C2\SC(=O)NC2=S)cc1OC,7%
Cc1ccnc(NC(=O)Nc2cccc(F)c2)n1,-9%
COC(=O)c1ccc(CNC(=O)COC(=O)Cc2ccsc2)cc1,-6%
Nc1nc2c(nc(Cl)n2C2OC(CO)C(O)C2O)c(=O)[nH]1 (stereo not drawn),27%
O=C(c1ccc(S(=O)(=O)N2CCCC2)cc1)N1CCCCCC1,7%[57.5 µM]
Cc1ccccc1OCC(=O)OCC(=O)Nc1cc(C(F)(F)F)ccc1N1CCOCC1,-7%

# 7 compounds from above, ordered by formula weight, highest first.
SMILES,ERK EGF inh
COc1ccc(CNC(=O)C(c2ccc(C)o2)N(Cc2cccs2)C(=O)Cc2cccs2)cc1 (stereo not drawn),0%
Cc1onc(-c2c(F)cccc2Cl)c1C(=O)Nc1nc2c(s1)CCCC2,6%
CC1(C)CC2(CC(c3ccccc3F)c3ccc(O)c(O)c3O2)NC(=S)N1 (stereo not drawn),-14%
COC(=O)c1ccc(CNC(=O)COC(=O)Cc2ccsc2)cc1,-6%
Cc1ccc(NC(=O)CSc2ccc(C(N)=O)cc2[N+](=O)[O-])cc1,-7%
CC(=O)C(Sc1nccc(-c2cccs2)n1)C(C)=O,6%
COc1ccc(/C=C2\SC(=O)NC2=S)cc1OC,7%

# More compounds follow.
SMILES,ERK EGF inh
Cc1ccc(NC(=O)COC(=O)CCC(=O)c2cccs2)c(C)c1,-1%
COc1ccc(/C=C/C(=O)NC(=S)N2CCSCC2)cc1,0%
c1cncc(CNc2ncnc3sc4c(c23)CCC4)c1,-14%[57.5 µM]
N#C/C(=C(/O)COC(=O)CSc1ccc2ccccc2c1)c1nc2ccccc2[nH]1,1%
Cc1ccc(CSCC(=O)Nc2c(C)n(C)n(-c3ccccc3)c2=O)cc1,3%
N#C/C(=C(/O)c1ccc(C(=O)c2ccccc2)cc1)c1nc2ccccc2[nH]1,1%[57.5 µM]
NC(=O)c1c(NC(=O)CN2C(=O)NC(Cc3ccccc3)C2=O)sc2c1CCC2 (stereo not drawn),12%[57.5 µM]
O=C(CN1C(=O)C2C3C=CC(C3)C2C1=O)OCC(=O)c1ccccc1 (stereo not drawn),12%
O=C(COc1ccccc1)N1CCN=C1SCc1ccc(F)cc1,8%[57.5 µM]
COc1cc2c3c(c1OC)C1(C=CC(=O)C=C1)CC3N(C(=O)CCC(=O)O)CC2 (stereo not drawn),5%[57.5 µM]
Cn1c(=O)c2c(nc(N3CCc4ccccc4C3)n2Cc2ccccc2F)n(C)c1=O,2%
COC(=O)C1=C(COc2ccccc2)NC(=O)NC1c1ccc(Br)cc1 (stereo not drawn),-6%
CN(Cc1ccco1)c1nc(-c2ccccc2Cl)nc2ccccc12,24%
C[C@H]1C[C@@H]2[C@H]([C@@H](O)C[C@@]3(C)[C@H]2CC[C@]3(O)C(=O)CO)[C@@]2(C)C=CC(=O)C=C12,-7%[57.5 µM]
CC(NC(=S)NCCc1ccccc1)C(c1cccs1)N1CCN(C)CC1 (stereo not drawn),6%
CC(C)CCn1c(=O)c(C(=O)N/N=C/c2cccc(F)c2)c(O)c2ccccc21,-3%
CCc1ccc(C(=O)NC(=S)Nc2ccc3c(c2)OCCO3)cc1,6%
O=C(Cc1ccccc1)N/N=C/c1ccc(S(=O)(=O)O)o1,1%[57.5 µM]
Cc1cc2ncc(C(=O)Nc3ccsc3C(=O)O)c(C)n2n1,4%
CCCCC(=O)Nc1ccc(NC(=O)c2ccccc2[N+](=O)[O-])cc1OC,-2%
O=C(NCCc1ccccn1)c1cc(-c2cccc3ccccc23)nc2ccccc12,3%
COc1ccc(Cc2noc(CN(C)CC3(N4CCOCC4)CCCCC3)n2)cc1OC,-8%[57.5 µM]
COc1ccc(C(=O)NCCc2cc3c(OC)ccc(OC)c3[nH]c2=O)cc1OC,?
CCC1CCCCN1C(=O)c1sc2nc(C)nc(N(CC)CC)c2c1C (stereo not drawn),-5%
CCOC(=O)c1c(NC(=O)c2ccc(N3C(=O)[C@@H]4[C@H](C3=O)[C@H]3C=C[C@@H]4C3)cc2)sc2c1CCCC2,?
# Additional compounds follow:
SMILES,ERK EGF inh
CCN1C/C(=C/c2ccc(OC)c(O)c2)C(=O)/C(=C/c2ccc(OC)c(O)c2)C1,8%
O=C(NC1CCS(=O)(=O)C1)/C(=C/c1ccco1)NC(=O)c1ccccc1 (stereo not drawn),11%
CC(=O)CSc1nc(-c2cccs2)c(C#N)c(=O)[nH]1,-5%
COc1ccc(C(=O)N/N=C2\SCC(=O)N2Cc2ccc3c(c2)OCO3)c(OC)c1,-3%
Cc1[nH]n(-c2ccccc2)c(=O)c1C=NCCc1ccccc1,8%
COc1ccc(-c2nn(CCC#N)cc2/C=N/O)cc1,-8%
O=C(NCCC1=CCCCC1)C1CCN(S(=O)(=O)c2ccccc2)CC1,5%
COc1ccc(-c2nnc(SCC3CCCO3)n2C)cc1 (stereo not drawn),6%
CCOC(=O)C1=NN(c2ccccc2)C(c2ccccc2)CC1=O (stereo not drawn),0%
C=CCn1c(-c2cccc(OC)c2)n[nH]c1=S,6%
Cc1nn(C)cc1CN1CCC(CO)(CCOc2ccccc2)CC1,-4%
CN(C)N1C(=O)CC(N2CCCCC2)C1=O (stereo not drawn),5%
O=C(COCC(=O)N/N=C/c1ccccc1F)N/N=C/c1ccccc1F,1%
Cc1cc(N)n(-c2nc3ccccc3s2)n1,3%
Cc1ccc(CSCc2ccc(C(=O)NCC3CCCO3)o2)cc1 (stereo not drawn),-5%
CCN(CC)S(=O)(=O)N1CCC(C(=O)NCC2COc3ccccc3O2)CC1 (stereo not drawn),12%
CC12CC(NC(=O)N1CCc1ccccc1)c1cc(Cl)ccc1O2 (stereo not drawn),4%
COc1ccccc1-n1ccnc1SCC(=O)NC1CCCC1,-11%
C[C@@H](C(=O)Nc1nc2ccc(F)cc2s1)N1C(=O)C2CC=CCC2C1=O (stereo partly drawn),25%
Cc1nn(-c2ccccc2)c(C)c1NC(=O)COc1ccc(Cl)cc1Cl,?

# Look-ups from above.
# In ERK EGF inh, C=CCn1c(-c2cccc(OC)c2)n[nH]c1=S is listed with 6%
# In ERK EGF inh, COc1ccc(-c2nnc(SCC3CCCO3)n2C)cc1 (stereo not drawn) is listed with 6%
# In ERK EGF inh, CN(C)N1C(=O)CC(N2CCCCC2)C1=O (stereo not drawn) is listed with 5%

# High-throughput results as filed in PubChem.

# An excerpt; the hit share may differ from the screen's.
